hcDAF12 agonist: H. contortus DAF-12 activation, primary screen | activation, % at 6.8 µM | HEK293 hcDAF-12 lit1-tk-luc reporter, luminescence; 0% DMSO, 100% Δ7-dafachronic acid | 1.4% of 370,000 active;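 active = activation above the mean of all tested compounds plus 3 SD, cut at about 5.5% in these data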;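 note: 100% = response to 3 µM Δ7-dafachronic acid high control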
GAA850 FXN act: activators of GAA850 frataxin (FXN) promoter; activation, % at 6 µM; 0.56% of 360,000 active; HEK293 lucGAA850 FXN promoter luciferase reporter, 24 h; percent of 10 µM SAHA response; AID 540364;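 active = activation above the average of all compounds screened plus 3 SD, cutoff fixed separately per campaign, cut at about 7.5% in these data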;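 note: 0% = DMSO wells and 100% = 10 µM SAHA wells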
HGIII-sPLA2 inh: Inhibits HGIII-sPLA2 liposome hydrolysis, primary screen | Q9NZ20 | QFRET BODIPY PC-A2 liposome hydrolysis, fluorescence | inhibition, % at 12.2 µM | 0.56% of 370,000 active | AID 743126;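 active = inhibition above mean plus 3 SD of compounds lying within the high and low control bounds, cut at about 19% in these data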;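 note: 0% = median of test compound wells and 100% = no enzyme DMSO wells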
PLC-beta3 inh: PLC-beta3 (human) inhibition, primary screen; Q01970; inhibition, % at 12.2 µM; Purified PLC-beta3, fluorogenic substrate, fluorescence; 0.18% of 370,000 active; AID 720704; in the data active = inhibition above about 11%;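 note: 0% = median of compound wells on plate and 100% = full blocker control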
Rev-erbA mod: Rev-erb alpha (human) modulation | P20393 | Rev-erbα–FITC-DNA binding, fluorescence polarization, 90 min | activity, % at 10 µM | 0.79% of 370,000 active;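 active = activity above about 14%, limit read from the data; passing the limit was not always enough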;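 note: 0% = DMSO wells with 35 nM protein and 100% = DMSO wells with 750 nM protein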
Target sequence (P20393 whole entry, looked up): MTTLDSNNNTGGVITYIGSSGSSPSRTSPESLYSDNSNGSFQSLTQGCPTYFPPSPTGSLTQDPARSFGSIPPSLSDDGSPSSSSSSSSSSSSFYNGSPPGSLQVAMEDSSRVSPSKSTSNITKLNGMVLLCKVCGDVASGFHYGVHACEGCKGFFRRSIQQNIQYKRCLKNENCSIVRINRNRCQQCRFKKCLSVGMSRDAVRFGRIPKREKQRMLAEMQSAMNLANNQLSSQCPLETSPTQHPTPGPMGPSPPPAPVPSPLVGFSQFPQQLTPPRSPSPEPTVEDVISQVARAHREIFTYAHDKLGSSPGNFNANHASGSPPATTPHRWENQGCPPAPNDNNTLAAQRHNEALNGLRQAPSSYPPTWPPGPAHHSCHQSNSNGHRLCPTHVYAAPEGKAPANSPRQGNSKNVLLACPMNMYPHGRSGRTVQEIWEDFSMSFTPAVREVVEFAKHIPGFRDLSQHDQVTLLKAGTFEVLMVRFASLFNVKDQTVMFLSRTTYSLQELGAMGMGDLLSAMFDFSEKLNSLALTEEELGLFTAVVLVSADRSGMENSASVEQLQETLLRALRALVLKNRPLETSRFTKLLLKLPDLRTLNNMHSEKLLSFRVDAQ
DAX1 inh-1: inhibits human nuclear receptor DAX1 | HEK293 Gal4-DAX1 luciferase reporter, luminescence | inhibition, % at 6.75 µM | 0.99% of 340,000 active | AID 504766;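 active = inhibition above the mean over all tested compounds plus 3 SD, cut at about 4.2% in these data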;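 note: 0% = DAX1-transfected cells with DMSO and 100% = empty-vector control cells with DMSO; inhibition shows as a rise in luminescence from relieved DAX1 repression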
Target sequence (P51843 207-470 limits assumed): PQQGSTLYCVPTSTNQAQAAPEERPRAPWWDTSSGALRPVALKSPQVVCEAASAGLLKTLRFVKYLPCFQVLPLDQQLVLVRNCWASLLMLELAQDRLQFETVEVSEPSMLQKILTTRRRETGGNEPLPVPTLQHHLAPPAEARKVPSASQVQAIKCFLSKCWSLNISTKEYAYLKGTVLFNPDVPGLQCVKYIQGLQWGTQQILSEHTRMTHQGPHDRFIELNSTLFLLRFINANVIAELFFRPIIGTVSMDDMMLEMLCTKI
SMARCA2 act: increases SMARCA2 function in MMTV reporter cells. MG213 cells, MMTV-luciferase reporter, dexamethasone, overnight. activation, % at 9.1 µM. 1% of 370,000 active; in the data active = activation above about 7.8%;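 note: 0% = vehicle wells and 100% = reference activator wells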
hgDAF12 agonist: activates the H. glycines DAF-12 receptor ligand-binding domain | HEK293 GAL4-hgDAF12 UAS-luciferase reporter, agonist luminescence; normalized to butyrate control | activation, % at 6.8 µM | 1.8% of 370,000 active | AID 687014;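 active = activation above a cutoff set at the mean of all screened compounds plus 3 SD, cut at about 10% in these data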;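 note: 0% = DMSO wells and 100% = sodium butyrate wells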
ssDAF12 agonist: S. stercoralis DAF-12 activation, primary screen; HEK293 ssDAF-12/GRIP1 lit1-tk-luc reporter, luminescence; % of 3 µM dafachronic acid response; activation, % at 6.8 µM; 1% of 370,000 active; AID 652126;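 active = activation above the mean over all tested compounds plus 3 SD, cut at about 0.9% in these data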;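 note: 0% = DMSO-only wells and 100% = 3 µM delta7-dafachronic acid wells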
PG9 Ab binder: binds the HIV-1 gp120 antibody PG9; TR-FRET gp120-PG9 antibody binding; inhibition, % at 6.7 µM; 0.43% of 360,000 active; AID 624416; in the data active = inhibition above about 8.5%
DAX1 inh-2: blocks DAX1 repression of SF-1 activated StAR promoter; 1.1% of 370,000 active; HEK293T StAR-luciferase reporter, SF-1/DAX-1 repression relief; AID 652010; inhibition, % at 6.8 µM;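 active = inhibition above the mean over all tested compounds plus 3 SD, cut at about 3.6% in these data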;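 note: 0% = DAX-1 cells with DMSO and 100% = cells lacking DAX-1 with DMSO; higher inhibition means more luminescence from relief of DAX-1 repression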
An asterisk follows results filed as active; i = inactive; . = not tested or not shown; & = joins results of further samples.

SMILES	hcDAF12 agonist	GAA850 FXN act	HGIII-sPLA2 inh	PLC-beta3 inh	Rev-erbA mod	DAX1 inh-1	SMARCA2 act	hgDAF12 agonist	ssDAF12 agonist	PG9 Ab binder	DAX1 inh-2
Cc1n[nH]c(C)c1CN(C)C(=O)C1CCC(=O)N(CCc2cccc(F)c2)C1 (configuration not stated)	0.0	0.2	3	-6	2	0.1	4	1.6	-0.3	-0.3	-0.3
CC(CCc1ccccc1)NC(=O)Cc1ccc([N+](=O)[O-])cc1 (configuration not stated)	-0.6	0.1	0	0	-5	0.5	-2	-0.6	-1.5	-3.0	0.8
CCN1CCN(C(=O)/C=C/c2cccc(Cl)c2)CC1	1.3	1.7	3	-9	-3	0.0	0	0.9	-0.9	-0.5	1.1
COc1ccc(CCNC(=O)c2c[nH]c3ccc(F)cc3c2=O)cc1OC	-3.3	0.6	-6	-7	-5	-1.8	-3	-3.5	-1.7	-2.2	-0.6
CC(CCc1ccccc1)NC(=O)c1nnc(Cc2ccc(F)cc2)o1 (configuration not stated)	-1.4	0.7	-4	7	-1	0.9	-6	-1.8	-1.2	0.3	1.3
Cc1ccc(C)c(NC(=O)[C@@H]2CCCN2S(=O)(=O)c2cccc3cccnc23)c1	-3.2	.	-2	2	-2	.	.	-3.8	-1.5	.	.
O=C(NC1CCCC1)C(c1ccccn1)N(C(=O)c1csnn1)c1ccccc1 (configuration not stated)	-1.1	0.2	-1	-2	4	0.7	-1	-1.8	-0.9	-2.0	0.1
CC(O)[C@H]1CNC(=O)C(=O)N1CCc1cccc2ccccc12 (some centres not stated)	0.5	0.6	4	1	0	0.3	1	0.0	-1.4	1.2	0.0
Cc1noc(C)c1C(=O)NCC(=O)Nc1ccccc1Br	-0.4	0.4	2	-4	0	-0.3	-3	0.3	-1.3	2.0	-0.8
CCOc1ccccc1C1NC(=O)CCC1[N+](=O)[O-] (configuration not stated)	-2.0	2.6	4	-2	0	-0.1	4	-0.3	-1.1	-1.8	0.3
COc1cccc(NC(=O)CN(C)C(=O)CN2C(=O)NC(C)(c3ccc4ccccc4c3)C2=O)c1 (configuration not stated)	-0.1	0.6	-19	-9	0	0.2	0	2.2	-1.0	-1.8	2.1
Cc1cccc(NS(=O)(=O)c2ccc(C)c(C(=O)N3CCN(C(=O)c4ccco4)CC3)c2)c1	-0.4	-1.7	-3	-2	1	-0.6	-1	-1.9	-0.6	1.4	-0.3
COc1cc(NC(=S)NN2CCOCC2)cc(OC)c1	-0.7	-0.4	7	7	1	0.3	-4	1.7	-1.2	-3.5	1.2
COCC(CN1CCN(C2=NS(=O)(=O)c3ccccc32)CC1)OC(=O)c1ccccc1 (configuration not stated)	-1.6	-1.2	-4	-1	-1	-1.5	-1	2.0	-0.7	0.4	0.1
COC(=O)c1ccc(NC(=O)COC(=O)CCC2CCCC2)cc1	-1.3	2.4	-14	-10	3	-0.2	-4	-0.8	-0.8	-0.1	-1.8
O=C(CSc1nccn1Cc1ccco1)Nc1ccccc1C(F)(F)F	2.3	1.0	-4	0	-1	0.5	5	0.2	-0.7	-1.1	0.7
O=C(COC(=O)c1cccc(Cl)c1Cl)NC1CCCCCC1	0.4	-1.2	-4	-2	-5	0.4	-1	2.3	-0.7	-0.6	0.8
CC(C)(C)NC(=O)CSc1nsc(SCC(=O)NC(C)(C)C)c1C#N	-0.9	-2.7	-3	0	-1	-2.0	-2	-2.2	-1.1	-1.7	-1.0
COc1cc(OC)cc(C(=O)Nn2cnnc2)c1	-1.1	1.7	-21	-4	1	0.4	1	-0.3	-1.3	-0.6	-0.5
CCOc1ccc(NC(=O)CCC(=O)Nc2cc(OC)c(NC(=O)c3ccco3)cc2OC)cc1	-0.6	-1.5	-5	-8	-1	-0.3	-1	-0.1	-0.9	-1.5	0.2
O=C(CN1CCOCC1)Nc1ccc2c(c1)OCO2	1.1	-0.1	-1	1	0	1.6	1	2.3	-0.9	-1.1	0.2
CC(C)COc1ccc(/C(O)=C2/C(=O)C(=O)N(CCN(C)C)C2c2ccncc2)cc1 (configuration not stated)	-0.1	-0.5	1	-2	-2	0.0	0	0.9	-1.5	0.5	-0.6
CCOC(=O)c1cnn(-c2ccc(C(F)(F)F)cn2)c1N	0.0	5.8	8	2	-1	0.4	0	6.6	-0.5	0.6	2.6
COCCNC(=S)N(C)[C@H]1C[C@H]2c3[nH]c4c(-c5ccccc5)cccc4c3CCN2C[C@H]1[C@H](C)O	-2.2	.	0	i	-4	.	4	-1.5	-0.7	-3.2	0.7
CC(C(=O)N1CCOCC1)c1ccc([N+](=O)[O-])cc1 (configuration not stated)	-1.1	1.7	4	-2	10	-0.8	1	0.9	-0.6	-2.0	0.3
CC1(C)Cc2c(c(N3CCOCC3)nc3sc(C(=O)N4CCCCC4)c(N)c23)CO1	-0.5	-1.0	-1	-107	-10	-0.3	0	-5.2	-1.2	0.1	0.8
CNc1nc(-c2ccc(Cl)cc2)cs1	1.1	2.8	14	-8	3	-0.6	-3	10.0	-0.7	3.1	1.3
COCCn1c(C(F)(F)F)ccc(NC(=O)c2ccccc2)c1=O	2.8	4.4	1	-10	-3	1.1	2	8.6	-0.3	0.2	1.4
COC(=O)[C@]12C[C@H](CC(=O)NCC3CCCCC3)C(=O)N(Cc3cccc4ccccc34)C1=C[C@H](C1CCCC1)O[C@@H]2C	1.4	.	9	1	4	.	4	6.4	0.4	.	-0.1
O=C(NCCCOC(=O)c1ccccc1)c1ccccc1	-1.9	-2.6	-1	-1	3	2.4	3	2.5	-1.1	-0.1	-0.8
c1ccc(COc2cccc(CNCc3cccnc3)c2)cc1	-1.2	-0.4	-3	2	-1	0.8	-2	0.9	-0.6	-1.2	0.2
CCC(C)c1ccc(OCC(=O)Nc2cccc(C(=O)Nc3ccc(C(=O)O)cc3)c2)cc1 (configuration not stated)	0.9	2.2	-7	0	3	1.4	-1	4.4	-0.3	0.3	4.0*
C=CCSc1nsc(N)n1	-0.8	4.2	0	3	-4	-0.4	4	0.9	-0.3	-1.8	-0.7
O=C(NCC1CCCO1)c1onc(CSc2ccc(Cl)cc2)c1C(=O)O (configuration not stated)	0.3	-0.2	-3	-3	-9	-0.8	0	1.6	-0.5	1.2	-0.3
Cn1nnnc1SCc1nnc(-c2ccc(F)cc2)o1	0.3	1.1	6	3	0	1.3	2	2.4	-0.7	0.0	-0.1
Cc1ccc(C(=O)/C=C/c2ccccc2)o1	-1.9	1.4	3	-1	-1	-1.0	1	0.0	-0.6	-0.7	-0.1
Cc1ccc(Cl)cc1N=C(N)N=C(N)N	-0.4	2.5	3	-6	-2	1.0	-3	3.3	-1.0	-1.3	0.1
O=C1C2CSCN2C(=O)CN1CCCN1CCN(C(c2ccccc2)c2ccccc2)CC1 (configuration not stated)	-0.4	0.9	-6	2	2	-0.5	4	-0.6	1.2*	-2.1	-0.2
O=C(Nc1cc(C(F)(F)F)ccc1N1CCOCC1)C1=COCCO1	1.0	5.4	-10	2	3	-2.3	-2	0.0	-1.7	-0.2	-1.8
CCOC(=O)CN1C(=O)/C(=C2\SC(=S)N(NC(=O)c3cccnc3)C2=O)c2ccccc21	-0.4	1.1	-8	-11	-2	0.1	4	3.8	-0.5	-6.1	-0.6
Cc1ccc(S(=O)(=O)N(CC(=O)NC2CC3CCC2C3)c2ccccc2)cc1 (configuration not stated)	-1.1	-0.7	7	0	-2	-0.3	-7	-0.2	-0.9	1.2	0.4
COc1cc(N(C)C)ccc1C=c1c2ccccc2n2c1cc(-c1ccccc1)[n+]2C	-4.2	-8.8	45*	-23	-12	-2.9	-10	-9.2	-2.3	-17	-5.8
CC(Nc1nc(C(F)(F)F)nc2ccccc12)c1cccs1 (configuration not stated)	-3.1	3.0	-2	-14	3	-1.9	-1	-5.3	-1.0	0.7	-0.8
CC(C)C(=O)NC(=S)Nc1ccc(S(=O)(=O)N2CCCC2)cc1	0.4	3.4	4	2	-3	-0.5	-3	-1.9	-1.8	0.9	-1.8
CC1CCCCN1C(=S)Nc1ccc(S(=O)(=O)N2CCCCC2)cc1 (configuration not stated)	-1.2	-0.3	2	4	-4	0.5	-3	1.4	-1.4	-0.3	-0.4
CC1CCN(S(=O)(=O)c2ccc(C(=O)Nc3sccc3C(N)=O)cc2)CC1	-0.3	0.1	-1	-13	-3	-1.3	-3	-3.2	-1.6	0.6	-0.5
Clc1ccc(OCCCc2nc(-c3cccnc3)no2)c(Cl)c1	-2.1	0.8	-7	-5	-2	0.1	-2	0.6	-1.1	-0.2	0.1
Cc1onc(-c2c(Cl)cccc2Cl)c1C(=O)N[C@@H]1C(=O)N2[C@@H]1SC(C)(C)[C@@H]2C(=O)O	0.9&-1.9	-0.2&1.6	-27&8	7&-5	-3&-2&-3	0.7&0.2	-6&-4	0.1&-3.8	-1.1&-0.8	-2.5&-0.6	0.2&0.1
Cc1ccc(C(=O)NCc2ccc3c(c2)OCO3)cc1S(=O)(=O)N1CCOCC1	-0.7	-0.6	-3	6	5	-1.4	0	-3.1	0.7	-1.0	0.0
CN(C)/C=C/C(=O)c1c(F)cccc1F	-2.1	2.0	-7	-26	-4	1.4	-3	-1.0	-0.2	-1.7	0.0

Some of these compounds in order of formula weight, largest number first.
SMILES	hcDAF12 agonist	GAA850 FXN act	HGIII-sPLA2 inh	PLC-beta3 inh	Rev-erbA mod	DAX1 inh-1	SMARCA2 act	hgDAF12 agonist	ssDAF12 agonist	PG9 Ab binder	DAX1 inh-2
CCC(C)c1ccc(OCC(=O)Nc2cccc(C(=O)Nc3ccc(C(=O)O)cc3)c2)cc1 (configuration not stated)	0.9	2.2	-7	0	3	1.4	-1	4.4	-0.3	0.3	4.0*
CC(C)C(=O)NC(=S)Nc1ccc(S(=O)(=O)N2CCCC2)cc1	0.4	3.4	4	2	-3	-0.5	-3	-1.9	-1.8	0.9	-1.8
CC(CCc1ccccc1)NC(=O)c1nnc(Cc2ccc(F)cc2)o1 (configuration not stated)	-1.4	0.7	-4	7	-1	0.9	-6	-1.8	-1.2	0.3	1.3
Clc1ccc(OCCCc2nc(-c3cccnc3)no2)c(Cl)c1	-2.1	0.8	-7	-5	-2	0.1	-2	0.6	-1.1	-0.2	0.1
Cn1nnnc1SCc1nnc(-c2ccc(F)cc2)o1	0.3	1.1	6	3	0	1.3	2	2.4	-0.7	0.0	-0.1
CN(C)/C=C/C(=O)c1c(F)cccc1F	-2.1	2.0	-7	-26	-4	1.4	-3	-1.0	-0.2	-1.7	0.0

Further records
SMILES	hcDAF12 agonist	GAA850 FXN act	HGIII-sPLA2 inh	PLC-beta3 inh	Rev-erbA mod	DAX1 inh-1	SMARCA2 act	hgDAF12 agonist	ssDAF12 agonist	PG9 Ab binder	DAX1 inh-2
COc1cccc(NC(=O)Nc2ccc(C)c(Cl)c2)c1	0.5	6.2	0	3	-2	1.4	2	13*	-0.4	0.4	1.2
C[C@H]1CN([C@@H](C)CO)C(=O)CCCn2nncc2CO[C@H]1CN(C)C(=O)c1ccccc1	-0.5	-0.3	0	3	2	-1.0	0	4.8	-1.2	1.3	0.6
Clc1cccc(CNCC2CCCO2)c1Cl (configuration not stated)	-1.4	0.0	8	-3	-2	3.3	2	0.9	-0.5	-1.3	0.2
Cc1ccccc1CS(=O)(=O)Cc1ccc(C(=O)NCc2cccnc2)o1	-1.0	-2.2	5	0	-4	0.6	-2	-1.1	-1.2	-1.5	0.6

High-throughput results as filed in PubChem.
